High-throughput results (PubChem BioAssay)
OX1R antag-1 – OX1R (human) antagonism. O43613. OX1R-expressing cells, FRET antagonist read-out. inhibition, % at 6.6 µM. 330,000 tested, 1.8% active. AID 485270; in the data active means inhibition mostly above about 38%, no sharp cut-off; inactive means mostly below about 40%;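 further: 0% = agonist challenge alone and 100% = reference antagonist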
Target sequence (O43613 whole entry, looked up): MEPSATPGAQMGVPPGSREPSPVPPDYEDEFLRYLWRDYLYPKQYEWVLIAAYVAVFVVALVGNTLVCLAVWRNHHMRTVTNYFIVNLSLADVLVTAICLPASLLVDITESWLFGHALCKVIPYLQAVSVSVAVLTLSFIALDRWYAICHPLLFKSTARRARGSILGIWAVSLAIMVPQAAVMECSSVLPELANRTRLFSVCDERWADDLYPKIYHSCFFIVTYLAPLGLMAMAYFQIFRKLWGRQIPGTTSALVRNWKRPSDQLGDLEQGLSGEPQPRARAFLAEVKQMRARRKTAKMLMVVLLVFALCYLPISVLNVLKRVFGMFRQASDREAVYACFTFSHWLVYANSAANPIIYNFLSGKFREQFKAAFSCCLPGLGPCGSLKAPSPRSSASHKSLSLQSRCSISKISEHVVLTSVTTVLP
OX1R antag-2 – antagonists of human orexin 1 receptor | CHO/OX1R cells, Fluo-8 calcium fluorescence, orexin A | AID 434989 | inhibition, % at 5 µM | 330,000 tested, 0.43% active | O43613;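 active means inhibition above its plate's threshold, mean inhibition of all tested compounds on the plate plus 3 SD, cut at about 37% in these data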;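 further: 0% = orexin A challenge wells and 100% = SB-334867-A antagonist wells; not every result past the cut was called active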
An asterisk follows results filed as active.

SMILES | OX1R antag-1 | OX1R antag-2
O=C(CCNC(=O)c1ccc(Cl)cc1)NC1CCCCCC1 | 0 | -4
COCCn1c(N2CCCC2)nc2c1c(=O)[nH]c(=O)n2C | 15 | -5
CCC(=O)c1ccc(OCC(=O)Nc2ccc3c(c2)OCCO3)cc1 | 21 | -1
Cc1nn(Cc2c(Cl)cccc2Cl)c(C)c1N | 7 | -18
Cc1ccc(S(=O)(=O)N2CCN(C3CC(=O)N(CCc4ccccc4)C3=O)CC2)cc1C (configuration not stated) | 6 | -25
Fc1ccccc1Cc1nnc2n1N=C(c1ccc(Cl)cc1)CS2 | 3 | -8
Cc1ccc2c(c1)N(CC(=O)NCCCN1CCN(C)CC1)C(=O)CO2 | 19 | -9
CCc1cc(=O)oc2cc(OCC(N)=O)c(Cl)cc12 | 20 | 1
CC(C)(C)c1nnc(NC(=O)c2cccnc2Cl)s1 | 7 | -11
Cc1ccccc1C(=O)Nc1sc(C)c(C)c1C(=O)c1ccccc1 | 13 | -40
Nc1nc(-c2ccc3c(c2)CCC(=O)N3)cs1 | 6 | -7
COc1cccc(CNC(=O)C2CCN(C(=O)N(C)C)CC2)c1 | 6 | 13
CS(=O)(=O)N1c2ccccc2[C@]2([C@@]34C[C@H]5C(=O)N[C@@H](Cc6ccccc6)C(=O)N5[C@@H]3N(S(C)(=O)=O)c3ccccc34)C[C@H]3C(=O)N[C@@H](Cc4ccccc4)C(=O)N3[C@H]12 | 9 | 4
COc1cc2c(cc1OC)/C(=C/c1ccc(Br)cc1)C(=O)OC2 | 20 | -22
COCCNC(=S)N/N=C/c1ccc(OCc2ccc(C(=O)OC)cc2)cc1 | 0 | 6
CN(NC(=O)c1ccccc1Cl)c1ncc(C(F)(F)F)cc1Cl | 16 | -16
CCNS(=O)(=O)c1ccc2c(c1)n(C)c(=O)n2C | 5 | -9
CC(=O)c1c(O)cc(C)n(Cc2ccccc2)c1=O | 17 | -6
COc1ccc(C(=O)/C(=C/O)N=Nc2ccc(F)cc2)cc1 | -2 | -27
N[C@@H](Cc1ccccc1)c1nnc2sc(SCc3ccccc3)nn12 | 19 | -32
CC1CN(c2cnn(C(C)C)c(=O)c2Cl)CC(C)O1 (configuration not stated) | 3 | -6
CC(C)NC(=O)c1ccccc1S(=O)c1ccccc1C#N (configuration not stated) | 23 | -8
O=C(CN1C(=O)c2cccc3cccc1c23)N1CCN(c2cccc(Cl)c2)CC1 | 13 | 3
O=C(Nc1ccc(Cl)c(Cl)c1)Nc1cc(S(=O)(=O)N2CCOCC2)ccc1N1CCCC1 | 33 | 18
Cc1c(NS(=O)(=O)c2ccc(Cl)c(C(=O)OC(C)C(=O)NCc3ccco3)c2)c(=O)n(-c2ccccc2)n1C (configuration not stated) | 23 | -18

Continued:
SMILES | OX1R antag-1 | OX1R antag-2
CCOC(=O)C1CCN(Cc2nc3ccc(Cl)cc3n2CCO)CC1 | 19 | -10
CCOc1ccc(OCC(=O)NCCS(=O)(=O)N2CCN(c3ccc(F)cc3)CC2)cc1 | -5 | -14
O=C(COC(=O)/C=C/c1cccs1)NC(c1ccccc1)c1ccccc1 | 8 | -26
COc1cc(/C=N/NC(=O)c2cccc(NC(=O)c3ccccc3)c2)ccc1O | 11 | -14
O=C(OCCCCOC(=O)c1ccccc1)c1ccccc1 | -5 | -15
Cc1ccc(C(=O)NCC(=O)OC(C)C(=O)NC2CCCc3ccccc32)cc1 (configuration not stated) | 13 | -32
Cc1ccc(C)c(S(=O)(=O)Nc2cc3c4c(c2)CCC(=O)N4CCC3)c1 | 9 | -32
COc1cccc(C(=O)Nc2ccc(NC(=O)C3CC=CCC3C(=O)O)cc2)c1 (configuration not stated) | 8 | -1
O=C(Nc1ccc(Cl)cc1)c1cncs1 | 6 | -4
COc1ccccc1N=Nc1ccc(N)c(C)c1 | 6 | -14
O=C(NCC1CCCO1)/C(=C\c1ccccc1F)NC(=O)c1ccccc1 (configuration not stated) | 14 | -6
O=C(COc1ccc(Cl)cc1)N1CCN(C(=O)c2ccccc2F)CC1 | 5 | -8
COc1ccccc1NC(=O)COC(=O)c1ccc2ccccc2n1 | 11 | -12
O=C1c2ccccc2S(=O)(=O)c2cc(C(=O)N3CCC(N4CCCC4)CC3)ccc21 | 101* | -13
COc1cccc(C2c3c(oc4ccccc4c3=O)C(=O)N2CCCN2CCOCC2)c1 (configuration not stated) | 8 | -22
S=c1[nH]nc(-c2cccnc2)n1/N=C/C=C/c1ccco1 | 19 | -6
O=C(NC1CCCCCC1)c1ccc(OCC2CCCO2)cc1 (configuration not stated) | 19 | -18
COc1ccc(/C=N/NC(=O)c2ccc(C)nc2)cc1O | 14 | 3
CSc1nsc(SC)c1C(=O)N1CCN(S(=O)(=O)c2ccc(C)cc2)C1C(C)C (configuration not stated) | 31 | -17
CC1(C)CC(=O)C=C(c2ccc(F)cc2OCc2ccccc2)C1 | 9 | 23
COc1ccc(-c2nc(=S)c3c(n2Cc2cccnc2)CC(C)(C)OC3)cc1 | 50 | -15
Cc1csc(Sc2nc3c(c(=O)[nH]c(=O)n3C)n2Cc2ccccc2Cl)n1 | 19 | -10
COc1ccc(-c2noc(CSc3nc(-c4ccccc4)cc(=O)[nH]3)n2)cc1OC | 55 | -6
O=C(CCC(=O)Nc1ccccc1)NNC(=O)c1cccs1 | 15 | -12
Cc1ccc(CCc2nnc(SCC(=O)Nc3cccc(Cl)c3)n2-c2ccccc2)o1 | 18 | -24

Remaining list, next part
SMILES | OX1R antag-1 | OX1R antag-2
CC(NC(=O)c1cn(C(C)c2ccccc2F)nn1)c1ccncc1 (configuration not stated) | 6 | -6
CC(C)c1c(C(=O)N/N=C/c2ccncc2)nnn1-c1nonc1N | 11 | -13
Cc1ccccc1N(Cc1nnc2n1CCCCC2)C(=O)Nc1ccccc1 | 0 | -11
O=C(Cc1ccc(Cl)cc1)NC1CC1 | 0 | -10
N#Cc1c(SCC(=O)O)nc(N2CCCCC2)c2c1CCCC2 | 50 | -11
CS/C(N)=N/N=C/c1c(O)ccc2ccccc12 | 22 | -10
COc1ccc(Cl)cc1NS(=O)(=O)N1CCOCC1 | 20 | 2
COc1cc(/C=N/Nc2nc(N3CCCCC3)nc(N3CCCCC3)n2)ccc1OC(=O)c1ccco1 | 5 | -12
CN(C(=O)COC(=O)c1cc([N+](=O)[O-])ccc1Cl)c1ccccc1 | 66* | -12
Cc1ccccc1Nc1nc(N)nc(CN2CCN(C(=O)c3ccccc3)CC2)n1 | 6 | -17
CCCCn1c(N)c(N(CCC(C)C)C(=O)CCN2C(=O)C3CC=CCC3C2=O)c(=O)[nH]c1=O (configuration not stated) | 15 | -29
C1=C(CCNc2nnnn2-c2ccccc2)CCCC1 | 12 | -5
Cc1nc(SCC(=O)c2ccc(F)c(F)c2)[nH]c(=O)c1Oc1ccc(Cl)cc1 | 24 | -10
CC(=O)c1c(C(C)=O)c(C)n(Cc2ccccc2)c1C | 13 | -2
O=c1c2c(-c3ccco3)csc2nc(SCc2cn3cccnc3n2)n1-c1ccccc1 | -2 | 1
CCC(=O)N1CCc2cc(S(=O)(=O)CCC(=O)Nc3ccc(C(C)=O)cc3)ccc21 | 11 | -19
C/C=C(/C)C(=O)O[C@@H]1[C@H](OC(C)=O)c2c(ccc3ccc(=O)oc23)OC1(C)C | 28 | -25
O=C(/C=C/c1cccc([N+](=O)[O-])c1)N1CCN(c2ccccn2)CC1 | 20 | -9
O=C(COc1ccccc1)NC(=S)N1CCc2ccccc21 | 14 | -26
CCOC(=O)C1CCN(c2cc(=O)n(Cc3ccc(F)cc3)c(=O)[nH]2)CC1 | -3 | 1
[O-][n+]1c2c(c3c4non(O)c4ccc31)CCCC2 | 54* | 24
COC(=O)c1cccc(NC(=O)c2cccc(OC)c2)c1 | 23 | -7
CC(C)OCCCNCc1cccs1 | 5 | -2
Cc1ccc(CN2C(=O)C[C@@H](NC(=O)OCC3c4ccccc4-c4ccccc43)C/C=C\C2c2ccc(C)cc2)cc1 (some centres not stated) | 5 | -15
C(=N\N1CCN(C(c2ccccc2)c2ccccc2)CC1)/c1ccc2c(c1)OCO2 | 13 | -4

The results go on.
SMILES | OX1R antag-1 | OX1R antag-2
CCOC(=O)N1CCN(C(=O)c2cc(-c3ccc(OCC)cc3)nc3ccccc23)CC1 | 5 | -18
Cc1[nH]c2ccccc2c1/C=C(\C#N)C(=O)NC(C)c1ccccc1 (configuration not stated) | 10 | -6
CCCc1cc(-c2n[nH]c(=S)n2C(C)c2ccccc2)cs1 (configuration not stated) | 8 | -31
Cc1cc(CNC(=O)c2ccc3oc(C(C)C)nc3c2)nn1C | 3 | 2
COc1ccc(Br)cc1CN(C)C(=O)Cc1ccc(OC)c(S(=O)(=O)N2CCOCC2)c1 | 8 | -26
CC(=O)NC1=NN(C(C)=O)C(c2ccccc2)S1 (configuration not stated) | 8 | -4
CC(Oc1cccc(Cl)c1)C(=O)Nc1ccc(S(=O)(=O)Nc2ncccn2)cc1 (configuration not stated) | 3 | -15
CC(=O)C1=C(C)NC(=O)CC1c1ccc(Br)cc1 (configuration not stated) | 6 | -8
O=C(Nc1ccc(-c2cn3ccccc3n2)cc1)c1ccc(Cl)cc1 | 17 | -24
O=C(NCCc1ccc(Cl)cc1)c1ccc(OCC2CCCO2)cc1 (configuration not stated) | 22 | -10
COc1ccc(NC(=O)CN(C)C(=O)c2c(-c3c(F)cccc3Cl)noc2C)cc1 | 10 | -15
COc1ccc2c(c1)c(C(=O)CN1CCN(Cc3ccccc3)CC1)c(C)n2C | 15 | -13
C/C(=N\NC(=O)c1ccc(Cn2cc(Br)cn2)o1)c1cccc(NC(=O)C(C)C)c1 | 4 | -28
CC(/C=N/NC(=O)CNc1n[nH]c(=O)[nH]c1=O)c1ccccc1 (configuration not stated) | 1 | -9
O=C(O)CNc1nc(-c2ccccc2)c2cc([N+](=O)[O-])ccc2n1 | 21 | -5
CC1(C)Cc2ccccc2-c2nnc(C(F)(F)F)n21 | 14 | -12
COc1ccc(-n2c(C)n[nH]c2=O)cc1 | 14 | -17
Cc1ccc(-n2c(SCC(=O)Nc3ccc4cn[nH]c4c3)nnc2-c2ccco2)cc1 | 4 | -46
O=C(CN1CCCCCC1)Nc1ccc(Br)cc1Br | 31 | -22
O=C(Cc1ccccc1)Nc1cccc(N2CCCC2)c1 | -1 | -20
COc1ccc2nc(NC(=O)CSc3nnc(N)s3)sc2c1 | 14 | -5
Cc1ccc(C(C(=O)NC2CCCC2)N(C(=O)c2csnn2)C2CC2)cc1 (configuration not stated) | 19 | -15
CCCCNC(=S)NNC(=O)c1ccco1 | 15 | -9
CCOc1ccc(CN(C)C(=O)CNC(=O)Cc2cccc3ccccc23)cc1 | 18 | -21
O=C(CSc1oc(-c2ccco2)nc1S(=O)(=O)c1ccc(Cl)cc1)NCC1CCCO1 (configuration not stated) | 10 | -9

Seven records picked at random from those above:
SMILES | OX1R antag-1 | OX1R antag-2
Cc1ccc(C(=O)NCC(=O)OC(C)C(=O)NC2CCCc3ccccc32)cc1 (configuration not stated) | 13 | -32
COc1ccc(-c2nc(=S)c3c(n2Cc2cccnc2)CC(C)(C)OC3)cc1 | 50 | -15
COc1cccc(CNC(=O)C2CCN(C(=O)N(C)C)CC2)c1 | 6 | 13
CCCc1cc(-c2n[nH]c(=S)n2C(C)c2ccccc2)cs1 (configuration not stated) | 8 | -31
COc1ccc(C(=O)/C(=C/O)N=Nc2ccc(F)cc2)cc1 | -2 | -27
S=c1[nH]nc(-c2cccnc2)n1/N=C/C=C/c1ccco1 | 19 | -6
COCCNC(=S)N/N=C/c1ccc(OCc2ccc(C(=O)OC)cc2)cc1 | 0 | 6

Continuation:
SMILES | OX1R antag-1 | OX1R antag-2
Cc1cc2ccccc2n1CCNC(=O)Cc1ccccc1 | 2 | -19
COc1ccc(N2C(=O)CC2(C#N)c2ccc(OCc3ccccc3)cc2)cc1 (configuration not stated) | 33 | -2
CC1(C)CCC[C@]2(C)[C@H]3Cc4cc(O)ccc4O[C@]3(C)CC[C@@H]12 | 5 | -12
COc1ccccc1NC(=O)CSC1=NC(=O)C(Cc2ccccc2)C(=O)N1 (configuration not stated) | 12 | 1
CCOC(=O)c1c(C)nc2ccccc2c1C | 3 | -9
Cc1ccccc1/C=N/n1c(C2CCCCC2)n[nH]c1=S | -7 | -15
Cc1ccc(S(=O)(=O)Oc2ccccc2/C=N/O)cc1 | 11 | -13
Cc1noc(C)c1C(=O)NCc1ccccc1F | 10 | -4
O=[N+]([O-])c1ccccc1Sc1nccn1Cc1ccccc1 | 27 | -22
C[C@@]12C(=O)N(c3cccc(F)c3)C(=O)N1[C@@H]1c3ccccc3OC[C@@H]1[C@H]2c1ccccc1 | 9 | -24
CCn1ccnc1CC1COc2ccccc2O1 (configuration not stated) | 10 | -17
Cc1ccccc1C(=O)Nc1cccc(C(=O)N/N=C/c2cc(Cl)cc([N+](=O)[O-])c2O)c1 | 40 | -7
COc1ccc(NC(=O)Cc2ccsc2)cc1S(=O)(=O)N1CCOCC1 | 3 | -18
Cc1ccc(S(=O)(=O)N2CCN(S(=O)(=O)c3ccc4c(c3)OCCO4)CC2)cc1 | 17 | -7
O=[N+]([O-])c1ccc(O)c(P(=O)(c2ccccc2)c2ccccc2)c1 | 13 | -10
CC(C)N1CCC(=NNC(=O)c2ccc(Br)o2)CC1 | 11 | -18
N#Cc1c(C(F)(F)F)cc(-c2cccs2)nc1SCc1cccnc1 | 5 | -36
COc1ccc(CNC(=O)CN(c2ccc(C)cc2)S(=O)(=O)c2c(C)nn(C)c2C)cc1 | 14 | -10

Sorted by the number under OX1R antag-1 (rising): 3 of the compounds above
SMILES | OX1R antag-1 | OX1R antag-2
COc1ccc(CNC(=O)CN(c2ccc(C)cc2)S(=O)(=O)c2c(C)nn(C)c2C)cc1 | 14 | -10
O=[N+]([O-])c1ccccc1Sc1nccn1Cc1ccccc1 | 27 | -22
Cc1ccccc1C(=O)Nc1cccc(C(=O)N/N=C/c2cc(Cl)cc([N+](=O)[O-])c2O)c1 | 40 | -7
